SENP8 block-1: blocks human SENP8 cleavage of Nedd8 substrate. Q96LD8. recombinant SENP8, Nedd8 substrate fluorescence. inhibition, % at 20 µM. 0.64% of 360,000 active. AID 602440; in the data active means inhibition mostly above about 40%, no sharp cut-off; inactive means mostly below about 27%
Target sequence (Q96LD8 whole entry, looked up): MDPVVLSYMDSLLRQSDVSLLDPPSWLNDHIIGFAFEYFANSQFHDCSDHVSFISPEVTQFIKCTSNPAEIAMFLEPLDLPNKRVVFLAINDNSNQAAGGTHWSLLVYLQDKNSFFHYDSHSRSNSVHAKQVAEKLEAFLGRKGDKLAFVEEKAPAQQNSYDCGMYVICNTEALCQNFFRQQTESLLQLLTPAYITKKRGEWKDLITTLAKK
PfG6PD inh: PfG6PD (Plasmodium falciparum) enzyme inhibition; PfGluPho enzyme, NADPH resazurin-diaphorase fluorescence; inhibition, % at 20 µM; 0.78% of 350,000 active;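 active means inhibition reaching at least a set limit at 20 µM in the primary screen, cut at about 59% in these data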;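 further: 0% = DMSO wells with substrate and 100% = DMSO wells lacking glucose-6-phosphate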
SENP1 inh: inhibitors of human SENP1 SUMO protease catalytic domain; recombinant SENP1 catalytic domain, CyPet-SUMO1-YPet FRET cleavage; Q9P0U3; 0.21% of 360,000 active; inhibition, % at 10 µM;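 active means inhibition at least 30% at 10 µM, raw YFP signal under a set limit, fluorescence ratio 0.5 to 1.5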;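 further: 0% = enzyme with DMSO and 100% = no enzyme wells; some results filed as inactive read as strong as hits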
Target sequence (Q9P0U3 419-644 limits assumed): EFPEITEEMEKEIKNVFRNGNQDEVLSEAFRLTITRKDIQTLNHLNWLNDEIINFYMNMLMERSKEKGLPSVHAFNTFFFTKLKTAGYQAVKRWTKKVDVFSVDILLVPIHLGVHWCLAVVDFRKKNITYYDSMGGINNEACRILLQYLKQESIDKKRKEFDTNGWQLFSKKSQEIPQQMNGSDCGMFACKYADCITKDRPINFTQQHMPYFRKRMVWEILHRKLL
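Test system: human SENP1 catalytic domain; medium: Tris pH 8 buffer plus EDTA, NaCl, BME, BSA, NP40, catalase; incubation: 50 min reaction at room temperature; technique: FRET, CFP and YFP emission; controls: no-enzyme low control and enzyme-plus-DMSO high control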
SENP7 block: blocks the human protease SENP7. AID 434973. recombinant SENP7, Z-RLRGG-aminoluciferin luminescence, 40 min. 1.5% of 330,000 active. inhibition, % at 5 µM. Q9BQF6;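 active means inhibition above about 50% at the single test dose, limit read from the data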;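 further: plate controls were DMSO with enzyme for no effect and no enzyme buffer wells for full effect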
SENP8 block-2: blocks the human protease SENP8; Q96LD8; purified SENP8, Z-RLRGG-aminoluciferin cleavage, luminescence; inhibition, % at 10 µM; 1.2% of 330,000 active; AID 2540; in the data active means inhibition above about 50%
Apaf1 inhib: inhibitors of human Apaf-1 apoptosome; O14727; reconstituted apoptosome caspase-3 activity, DEVD-Rh110 fluorescence; inhibition, % at 20 µM; 0.71% of 330,000 active; AID 489030; active means inhibition of at least 40% at 20 µM;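 further: plate controls were DMSO wells for no effect and DEVD-CHO caspase inhibitor wells for full effect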
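Material: cell-free apoptosome with Apaf-1, procaspase-3 and caspase-9; Buffer or medium: Hepes pH 7.5 with detergent and BSA; Reagent: cytochrome c trigger plus (Z-DEVD)2-Rh110 caspase-3 substrate; Times: compound with Apaf-1, dATP, procaspase-3 30 min, then 50 min reaction, room temperature; Technique: Rh110 fluorescence intensity.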
SENP6 inh: blocks the human protease SENP6; Recombinant SENP6 catalytic domain, aminoluciferin luminescence; AID 2599; 1.8% of 330,000 active; inhibition, % at 10 µM;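 active means inhibition above about 50% at the single tested dose, limit read from the data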;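 further: plate controls were DMSO wells with enzyme for no effect and DMSO wells lacking enzyme for full effect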
Target sequence (Q9GZR1 628-1112 limits assumed): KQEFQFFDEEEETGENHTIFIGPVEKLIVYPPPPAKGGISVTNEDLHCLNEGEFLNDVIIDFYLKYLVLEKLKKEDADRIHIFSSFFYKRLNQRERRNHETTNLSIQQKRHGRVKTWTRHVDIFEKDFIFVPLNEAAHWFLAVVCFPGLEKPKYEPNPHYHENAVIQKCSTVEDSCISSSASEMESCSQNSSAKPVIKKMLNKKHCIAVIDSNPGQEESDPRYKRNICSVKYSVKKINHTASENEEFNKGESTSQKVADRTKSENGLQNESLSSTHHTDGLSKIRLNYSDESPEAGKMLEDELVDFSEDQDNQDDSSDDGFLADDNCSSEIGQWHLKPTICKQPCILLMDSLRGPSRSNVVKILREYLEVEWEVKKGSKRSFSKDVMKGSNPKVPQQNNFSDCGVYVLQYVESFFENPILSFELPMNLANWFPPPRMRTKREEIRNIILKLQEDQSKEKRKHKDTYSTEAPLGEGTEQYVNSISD
HKDC1 inhibitor: HKDC1 (human) hexokinase inhibition. Q2TB90. recombinant HKDC1, G6PDH/diaphorase resazurin coupled fluorescence. inhibition, % at 20 µM. 0.16% of 340,000 active. AID 493160;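 active means inhibition above about 35% when tested at 20 µM, limit read from the data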;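 further: plate controls were DMSO wells with enzyme for no effect and DMSO wells lacking enzyme for full effect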
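Test system: recombinant HKDC1 (HK5) hexokinase enzyme, produced in-house; Amount: enzyme 5 µg/mL final; Buffer or medium: Tris pH 8.0 buffer with MgCl2, Tween-20, BSA, BME; Reagent: glucose and ATP substrates; Doses: 20 µM test compound, 1% DMSO; Incubation: 90 min reaction incubation at room temperature, dark; Detection: resorufin fluorescence at 613 nm.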
The depositor's hits bear a star; . = not tested or not shown.

1) O=C(NCc1ccccc1)c1ccc(COCC(F)(F)F)o1
2) O=C(c1ccc(Cl)s1)N1CCN(C23CC4CC(CC(C4)C2)C3)CC1
3) CNC(=O)Cn1c(C)cc(=O)c2cccc(C)c21
4) N#Cc1cccc(NC(=O)Cn2cnc(S(=O)(=O)N3CCc4ccccc43)c2)c1
5) Cc1ccc(N2CCN(/N=C/C=C/c3ccccc3)CC2)cc1
6) O=C(COc1ccc(Br)cc1)NNC(=O)c1ccc(-n2cncn2)c([N+](=O)[O-])c1
7) O=S(=O)(NCCCCCCNS(=O)(=O)c1c(F)cccc1F)c1ccc2c(c1)OCCO2
8) Cc1ccc(S(=O)(=O)Nc2ccc(Oc3cccnc3)nc2)cc1

Screen / compound no.,1,2,3,4,5,6,7,8
SENP8 block-1,6,17,26,12,18,5,10,9
PfG6PD inh,-12,-13,4,4,-1,-32,3,-21
SENP1 inh,-2,1,3,2,2,5,3,1
SENP7 block,1,-8,-11,-6,-3,-3,-2,4
SENP8 block-2,0,-3,-3,-3,-7,5,-1,1
Apaf1 inhib,-15,-7,-7,-4,4,2,6,-1
SENP6 inh,-4,-12,-12,11,-20,-7,19,-7
HKDC1 inhibitor,-9,-1,-2,-4,3,-2,-1,-2

9) COC(=O)N/N=C(\C)c1ccc(C)c([N+](=O)[O-])c1
10) Cc1ccc(Cn2c(CN3CC(C)OC(C)C3)nc3c2c(=O)[nH]c(=O)n3C)cc1 (stereo unspecified)
11) C[C@H](CO)N1C[C@H](C)[C@@H](CN(C)C(=O)NC2CCCCC2)Oc2ccc(NS(=O)(=O)c3ccccc3)cc2C1=O
12) CSC(=Nc1ccccc1)C(C#N)c1nc2ccccc2[nH]1 (stereo unspecified)
13) CSc1cccc(CN2CCC(Oc3cccc(C(=O)N4CCCC4)c3)CC2)c1
14) O=C(NC(=S)N1CCN(c2ccc(O)cc2)CC1)c1ccco1
15) O=C(CCN1C(=O)C2CCCCC2C1=O)Nc1nc(-c2ccc(F)c(F)c2)cs1 (stereo unspecified)
16) Nc1ncnc2c1ncn2CCN1CCOCC1

Screen / compound no.,9,10,11,12,13,14,15,16
SENP8 block-1,11,15,17,22,3,-1,20,9
PfG6PD inh,-1,6,-2,-5,6,45,-6,-5
SENP1 inh,0,0,0,-20,-3,-2,3,1
SENP7 block,2,1,3,-1,-9,7,-6,8
SENP8 block-2,-6,12,0,-3,-10,4,0,-9
Apaf1 inhib,-5,-21,0,12,14,-7,13,3
SENP6 inh,-11,6,-11,-4,-15,7,-16,-20
HKDC1 inhibitor,-2,-11,-4,1,-2,5,-7,-7

17) O=C(CCC(=O)c1ccc(F)cc1)OCc1nnc(-c2ccc([N+](=O)[O-])cc2)o1
18) Cc1ccc2nc(SCC(=O)N3CCN(c4ccccc4)CC3)[nH]c2c1
19) Cc1cccc(NC(=O)CN(C)C(=O)/C=C/c2ccccc2)c1C
20) CC(=O)Nc1ccc(N2C(=O)c3ccc(S(=O)(=O)c4ccc(C(=O)O)cc4)cc3C2=O)cc1
21) Cc1cc(C)n(CCCNC(=O)CN(C)S(=O)(=O)c2ccc(Cl)cc2)n1
22) C=CCNC(=O)CC1C(=O)NCCN1Cc1c(F)cccc1Cl (stereo unspecified)
23) Cc1cccc(-n2c(SCC(=O)N(C)C3CCS(=O)(=O)C3)nc3ccccc3c2=O)c1C (stereo unspecified)
24) COc1ccc2[nH]c3c(c2c1)CCC/C3=N\N

Screen / compound no.,17,18,19,20,21,22,23,24
SENP8 block-1,9,3,10,-3,17,5,1,-298
PfG6PD inh,7,11,-11,-47,-3,13,3,0
SENP1 inh,1,-1,1,3,-1,1,0,1
SENP7 block,-2,2,7,1,-10,-20,7,5
SENP8 block-2,4,-2,-6,-2,-12,0,-6,7
Apaf1 inhib,-10,-10,6,-1,8,2,0,-13
SENP6 inh,-17,-6,-1,-9,-8,1,1,5
HKDC1 inhibitor,-4,0,-1,5,-6,5,-3,16

25) c1ccc2sc(NC3=NCN(C4CCCCCC4)CN3)nc2c1
26) COc1ccc(C2C3=C(CC(C)(C)CC3=O)Nc3n[nH]c(C)c32)cc1 (stereo unspecified)
27) COc1ccc(OC)c(-c2nnc3n2N=C(c2ccc(OC(F)F)c(OCC4CC4)c2)CS3)c1
28) Cc1ccc(Cl)c(OCC(O)CN(CCO)CCO)c1 (stereo unspecified)
29) O=C(Nc1ccc(N2CCOCC2)cc1N1CCOCC1)c1ccc(F)cc1
30) COc1cc(O)c(C(CCN2CCOCC2)c2ccc(N(C)C)cc2)c(OC)c1 (stereo unspecified)
31) CCCCn1c(N)c(N(CCOC)C(=O)C2CCCN(C(=O)c3ccc(Cl)cc3)C2)c(=O)[nH]c1=O (stereo unspecified)
32) CCOc1cc(N2CCOCC2)c(OCC)cc1NC(=O)COC(=O)COc1cc(C)cc(C)c1

Screen / compound no.,25,26,27,28,29,30,31,32
SENP8 block-1,14,-489,10,10,-19,15,1,7
PfG6PD inh,-3,0,22,-16,12,9,1,4
SENP1 inh,1,-8,6,0,0,3,-8,1
SENP7 block,-4,-3,4,4,8,-2,7,3
SENP8 block-2,8,2,-5,5,1,-7,-15,-15
Apaf1 inhib,8,-4,31,-4,-1,1,-3,4
SENP6 inh,-2,-22,2,5,-11,1,-15,-15
HKDC1 inhibitor,-16,-9,4,-4,-2,7,-3,0

33) O=C(N/N=C/c1ccc(OC(F)F)cc1)c1ccc(Br)cc1
34) NC(=O)c1ccccc1NC(=O)C1CCCO1 (stereo unspecified)
35) COc1ccc(-n2c(CNC(=O)COc3ccc(Cl)cc3Cl)n[nH]c2=S)cc1
36) CCOc1cc(C2C(C(=O)OC)=CN(Cc3ccc(Cl)cc3)C=C2C(=O)OC)ccc1O
37) N#CC1=C(N)N2C(=C(C#N)C1c1ccc(Br)cc1)Nc1ccccc12 (stereo unspecified)
38) Cc1cccc(-c2noc(CSc3ccccc3)n2)c1
39) CCCc1nnc(SCC(=O)N(CC)CC)n1CC1CCCO1 (stereo unspecified)
40) CCOC(=O)Cn1cnc2scc(-c3ccc(C)c(C)c3)c2c1=O

Screen / compound no.,33,34,35,36,37,38,39,40
SENP8 block-1,10,24,10,-266,.,8,8,7
PfG6PD inh,-9,2,-2,3,14,19,6,4
SENP1 inh,2,-1,1,-11,.,0,0,-2
SENP7 block,-2,-2,-11,5,-5,12,0,12
SENP8 block-2,3,7,-5,2,-1,-12,-3,-2
Apaf1 inhib,3,3,10,16,20,13,-7,-3
SENP6 inh,-1,5,-25,17,-7,25,-23,12
HKDC1 inhibitor,-7,3,7,2,-4,-1,-2,-1

41) CCOC(=O)c1[nH]c2ccccc2c1NC(=O)CN(C)C
42) CCOC(=O)CN(C(=O)CSc1nnc(CNc2ccc(F)cc2)n1C)c1ccccc1
43) CC(NC(=O)CN1C(=O)NC(C)(c2cccc3ccccc23)C1=O)c1ccccc1 (stereo unspecified)
44) C[C@H](NC(=O)c1ccco1)C(=O)NNC(=O)c1ccc(F)cc1
45) Cc1[nH]c2ccccc2c1/C=C(\C#N)C(=O)NC(C)c1ccccc1 (stereo unspecified)
46) CC(C)CC1(C(=O)NCCN2CCOCC2)C=CCN1C(=O)c1ccccc1 (stereo unspecified)
47) COc1ccc(C(=O)Nc2ccccc2C(=O)Nc2ccc(C(=O)O)cc2)cc1
48) O=S(=O)(Nc1ccc2c(c1)nc1n2CCOC1)c1ccccc1

Screen / compound no.,41,42,43,44,45,46,47,48
SENP8 block-1,-123,28,6,4,-4,-8,-2,20
PfG6PD inh,0,7,-10,-8,-1,1,42,15
SENP1 inh,0,-1,0,1,-1,-1,1,-1
SENP7 block,5,-9,7,-13,8,9,-7,-1
SENP8 block-2,-9,-4,2,-8,0,-16,0,2
Apaf1 inhib,1,-5,4,9,-6,8,3,10
SENP6 inh,-10,-22,17,-15,5,-10,-7,-7
HKDC1 inhibitor,-2,2,-5,-5,-8,-3,4,4

49) S=C(Nc1ccccc1)N1CCN(C/C=C/c2ccccc2)CC1
50) CCc1ccc(C(=O)COC(=O)C(CCSC)NC(=O)c2ccccc2)cc1 (stereo unspecified)
51) CC(=O)Oc1ccc2cc(-c3ccccc3)c(=O)oc2c1
52) Cc1ccc(C)c(NC(=O)c2sc(Cl)nc2C)c1
53) O=C(NCCC1=CCCCC1)C(=O)NCC1OCCCN1S(=O)(=O)c1ccc(F)cc1 (stereo unspecified)
54) COc1ccc(NS(=O)(=O)c2cccc(C(=O)N3CCCCCC3)c2)cc1
55) CCOc1ccc(NC(=O)CCN2CCN(C)CC2)cc1
56) CC(C)(C)c1ccc(C(=O)Nc2ccc(NC(=O)C(=O)O)cc2)o1

Screen / compound no.,49,50,51,52,53,54,55,56
SENP8 block-1,-3,9,-297,4,0,10,14,9
PfG6PD inh,-11,7,-15,-1,1,-3,-17,-9
SENP1 inh,-14,4,-22,0,1,1,1,4
SENP7 block,8,6,85*,-2,-3,8,0,-4
SENP8 block-2,1,6,86*,2,-7,-6,2,-3
Apaf1 inhib,-5,3,11,-11,10,27,-2,2
SENP6 inh,6,-5,93*,7,0,-20,-26,3
HKDC1 inhibitor,3,-1,-7,-10,-10,-5,-9,7

57) CN(C)CCCNC(=O)Cc1ccc(Br)cc1
58) CCC(=O)c1cn(CC(=O)NCc2ccco2)c2ccccc12
59) CCc1ccc(N2CC(C(=O)NC3CCCCC3C)CC2=O)cc1 (stereo unspecified)
60) COc1cc(OC)c(C(=O)O/N=C(\N)c2cccc(C)c2)cc1OC

Screen / compound no.,57,58,59,60
SENP8 block-1,19,7,11,-12
PfG6PD inh,-30,2,-2,7
SENP1 inh,4,3,0,5
SENP7 block,3,6,6,1
SENP8 block-2,-3,-1,-4,1
Apaf1 inhib,-12,6,-1,5
SENP6 inh,3,-18,-33,-10
HKDC1 inhibitor,-7,0,4,-5

Bioassay records as filed in PubChem BioAssay.
